APJ antag: antagonists of human apelin receptor APJ, primary screen, CHO-K1 cells, beta-arrestin complementation, luminescence; AID 2521, 2010; inhibition, % at 20 µM; hit rate 0.32% among 330,000; P35414;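 active means inhibition above about 40% at 20 µM, limit read from the data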;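 further: cells challenged with 10 nM apelin-13 agonist together with compound; plate controls were apelin-13 plus DMSO wells for no effect and DMSO wells lacking apelin-13 for full effect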
CXCR6 block: CXCR6 receptor inhibitors, primary screen, cell-based, beta-arrestin, luminescence, CHO-K1 PathHunter, 1536-well | C-X-C chemokine receptor type 6 (Homo sapiens), O00574 | inhibition, % at 20 µM | hit rate 0.36% among 360,000 | AID 602244, 2012; in the data active means inhibition above about 34%, passing the limit was not always enough;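 further: antagonist mode with CXCL16 agonist at 10 nM final; 0% = 10 nM CXCL16 with DMSO and 100% = unstimulated wells without agonist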
Target sequence (O00574 whole entry, looked up): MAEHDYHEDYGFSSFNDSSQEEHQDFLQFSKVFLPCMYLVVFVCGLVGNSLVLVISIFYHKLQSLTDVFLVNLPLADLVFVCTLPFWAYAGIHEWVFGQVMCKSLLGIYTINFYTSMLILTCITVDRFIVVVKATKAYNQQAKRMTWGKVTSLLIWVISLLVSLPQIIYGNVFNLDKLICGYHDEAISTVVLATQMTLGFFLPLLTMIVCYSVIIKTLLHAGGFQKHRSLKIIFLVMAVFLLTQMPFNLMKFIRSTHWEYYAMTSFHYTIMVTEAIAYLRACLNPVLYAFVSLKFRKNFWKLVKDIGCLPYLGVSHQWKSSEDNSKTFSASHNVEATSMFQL
Gli-Sufu antag: Gli-Sufu pathway antagonists, primary screen, luciferase luminescence, Sufu-KO-LIGHT cells, uHTS | Sufu-KO-LIGHT fibroblasts, Gli luciferase reporter luminescence | inhibition, % at 5 µM | hit rate 0.74% among 340,000 | AID 588413, 2011;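 active means inhibition above about 55%, limit read from the data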;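 further: 0% = DMSO-treated cells and 100% = wells with medium but no cells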
ATG4B inhibitor: ATG4B protease inhibitors, primary screen, biochemical, fluorescence, uHTS; Cysteine protease ATG4B (Homo sapiens), Q9Y4P1; ATG4B cleavage of LC3-PLA2, NBD-HPC fluorescence, 1 h; inhibition, % at 8.33 µM; hit rate 0.51% among 340,000; AID 504462, 2011; in the data active means inhibition above about 40%
CCR6 antagonist: CCR6 receptor antagonists, primary screen, cell-based, CHO-K1, luminescence, beta-arrestin, uHTS. inhibition, % at 20 µM. CHO-K1 CCR6 PathHunter beta-arrestin, CCL20-stimulated. C-C chemokine receptor type 6 (Homo sapiens), P51684. hit rate 0.49% among 340,000;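 active means compounds whose inhibition of the agonist-driven luminescence signal at 20 µM reaches about 50%, limit read from the data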;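 further: cells stimulated with CCL20 at 14 nM final; plate controls were DMSO with CCL20 for no effect and DMSO without agonist for full effect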
APJ agonist: agonists of human apelin receptor APJ, primary screen, CHO-K1 cells, PathHunter beta-arrestin, luminescence; P35414; 0% DMSO wells, 100% apelin; activation, % at 20 µM; hit rate 0.11% among 330,000;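 active means activation more than six SD over the plate average, tested at 20 µM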;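 further: 0% = DMSO alone and 100% = apelin-13 at 10 nM; some results filed as inactive read as strong as hits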
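Test system – PathHunter CHO-K1 APJ (AGTRL-1) beta-arrestin reporter cells · Input – 1000 cells/well · Compound – single test compound dose, 20 µM final, 1% DMSO · Times – compound stimulation 90 min at 25 °C, detection 60 min · Technique – beta-gal luminescence · Read-out basis – APJ–arrestin association signal · Control set – negative DMSO alone, positive Apelin-13 at 10 nM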
UBC13 inh: UBC13 polyubiquitin chain formation inhibitors, primary screen, biochemical, TR-FRET, uHTS; inhibition, % at 20 µM; hit rate 0.47% among 330,000; AID 485273, 2010; in the data active means inhibition above about 45%, passing the limit was not always enough
Target sequence (P61088 whole entry, looked up): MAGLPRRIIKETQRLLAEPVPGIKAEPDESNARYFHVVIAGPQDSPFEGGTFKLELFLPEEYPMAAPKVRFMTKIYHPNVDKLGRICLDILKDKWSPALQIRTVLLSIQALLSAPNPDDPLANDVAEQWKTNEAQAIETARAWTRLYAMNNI
EBI2 block: EBI2 receptor antagonists, beta-arrestin recruitment, primary screen, cell-based, luminescence, 7a,25-OHC stimulation, uHTS. hit rate 0.81% among 360,000. inhibition, % at 5 µM. 7a,25-OHC stimulated; in the data active means inhibition above about 38%;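 further: enzyme fragment complementation signal reports receptor beta-arrestin coupling in cells; 0% = agonist plus DMSO wells and 100% = wells without agonist; some results beyond the cut were filed as inactive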
Target sequence (P32249 whole entry, looked up, the tested form may be a part): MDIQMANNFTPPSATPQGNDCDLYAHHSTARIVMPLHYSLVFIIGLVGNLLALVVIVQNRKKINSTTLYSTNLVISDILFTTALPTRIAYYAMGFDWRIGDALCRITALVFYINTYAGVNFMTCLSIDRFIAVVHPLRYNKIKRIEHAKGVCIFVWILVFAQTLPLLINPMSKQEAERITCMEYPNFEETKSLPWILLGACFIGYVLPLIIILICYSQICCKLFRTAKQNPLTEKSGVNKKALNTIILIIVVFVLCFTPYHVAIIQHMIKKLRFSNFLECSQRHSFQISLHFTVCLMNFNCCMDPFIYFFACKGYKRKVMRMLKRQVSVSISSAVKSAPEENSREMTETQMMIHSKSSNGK
Starred values were filed as active, the others as inactive; x = not tested or not shown.

mol	APJ antag	CXCR6 block	Gli-Sufu antag	ATG4B inhibitor	CCR6 antagonist	APJ agonist	UBC13 inh	EBI2 block
CN(C)C(=O)Cn1nc(-c2ccccc2)c2ccccc2c1=O	5	2	3	-11	-7	-5	-2	-3
COc1ccc(S(=O)(=O)N2CCCCC2)cc1NC(=O)Cc1cccs1	6	1	-1	-3	12	-4	4	-4
CCOc1ccccc1NC(=O)C1CCN(S(=O)(=O)c2c(C)noc2C)CC1	5	-1	-21	-10	-2	0	-4	-2
O=C(COC(=O)C1CC2C=CC1C2)Nc1ccccc1[N+](=O)[O-] (centres undefined)	5	-5	-4	-2	6	0	10	4
Cc1cccc(C)c1OCc1cc(C(=O)N2CCN3CCCC3C2)no1 (centres undefined)	-36	1	-2	7	-9	-5	8	-10
O=C(COC(=O)c1ccccc1C(=O)c1ccc(Cl)c([N+](=O)[O-])c1)NC1CCCCCC1	36	10	-3	-9	16	5	6	53*
COc1ccccc1N1CCN(C(c2cc3cc(C)ccc3[nH]c2=O)c2nnnn2C2CCCC2)CC1 (centres undefined)	6	0	2	-12	-1	2	-7	6
CC(C)C[C@@H](CNCC(=O)[C@H](CC(C)C)NC(=O)c1[nH]cnc1C(=O)N[C@@H](C)CN)NC(=O)c1nc[nH]c1C(=O)N[C@@H](Cc1ccccc1)C(=O)O	x	6	-10	0	-3	x	x	-6

Full records, quoted from the list. Screens in order: APJ antag	CXCR6 block	Gli-Sufu antag	ATG4B inhibitor	CCR6 antagonist	APJ agonist	UBC13 inh	EBI2 block
Profile of CN(C)C(=O)Cn1nc(-c2ccccc2)c2ccccc2c1=O = 5	2	3	-11	-7	-5	-2	-3
Profile of CC(C)C[C@@H](CNCC(=O)[C@H](CC(C)C)NC(=O)c1[nH]cnc1C(=O)N[C@@H](C)CN)NC(=O)c1nc[nH]c1C(=O)N[C@@H](Cc1ccccc1)C(=O)O = x	6	-10	0	-3	x	x	-6

Continuation.
mol	APJ antag	CXCR6 block	Gli-Sufu antag	ATG4B inhibitor	CCR6 antagonist	APJ agonist	UBC13 inh	EBI2 block
CC(=O)Nc1ccc(S(=O)(=O)NCC2CCC(C(=O)N3CCN(c4ccccn4)CC3)CC2)cc1 (centres undefined)	0	-4	-2	-3	-1	-5	10	2
COc1ccc(/C=N/N2CCOCC2)cc1Cn1cc([N+](=O)[O-])cn1	6	5	4	-5	15	-2	0	-2
CCN(CC)S(=O)(=O)c1ccc2c(c1)nc(CCC(=O)Nc1ccccc1Cc1ccccc1)n2CC	-11	6	7	34	26	0	-4	22
COC(=O)c1ccccc1NC(=O)c1cc(-c2ccc(O)cc2)on1	7	2	-1	-14	2	-4	7	3
N#CCCn1nc(-c2ccccc2)cc1Nc1ccccc1NC(=O)c1cccs1	-2	10	6	-17	7	-4	7	-11
CC1=CC(c2ccc(Cl)cc2)n2nc(NC(=O)c3ccccc3)nc2N1 (centres undefined)	17	3	6	-11	11	1	2	1
COc1cccc(N2CCN(C(=O)c3cccn4c(=O)c5c(C)c(C)sc5nc34)CC2)c1	-13	14	6	-1	3	-2	29	-3
CCOC(=O)c1ccc2c(c1)N(Cc1ccccc1C)C(=O)c1ccccc1S2=O (centres undefined)	-16	14	10	-6	8	-4	-5	16

(continued)
mol	APJ antag	CXCR6 block	Gli-Sufu antag	ATG4B inhibitor	CCR6 antagonist	APJ agonist	UBC13 inh	EBI2 block
NC(=O)C1CC(=O)N(c2ccc(OCC(=O)Nc3cccc(C(F)(F)F)c3)cc2)C1 (centres undefined)	12	-1	2	-11	-1	1	0	-1
CC(=O)Nc1cccc(C(=O)OC(C)C(=O)NC(=O)NC2CCCCC2)c1 (centres undefined)	22	10	-5	-2	6	-5	6	-3
CCOC(=O)N1CCC(NC(=O)CS(=O)Cc2nc(-c3ccccc3C)oc2C)CC1 (centres undefined)	9	-2	-6	-7	1	6	-6	1
CCN(CC(=O)NCc1ccc(F)cc1)C(=O)C1CCN(S(=O)(=O)c2ccc(C(C)C)cc2)CC1	-7	6	7	3	2	8	2	-7
O=C(c1ccccc1Br)N1CCc2c([nH]c3ccccc23)C1	-13	-8	8	-6	3	-3	2	5
CCOc1ccccc1NC(=O)N1CCC(NC(=O)C2CCCCC2)CC1	-17	0	-19	3	-14	-1	-4	14
CCCOc1ccc(C(C)=O)cc1CC(C(N)=O)C(N)=O	13	7	-16	-6	-4	-3	8	-6
CC(C)C(c1nnnn1CC1CCCO1)N1CCN(C2CCCC2)CC1 (centres undefined)	-3	4	0	7	14	0	2	3

Following part
mol	APJ antag	CXCR6 block	Gli-Sufu antag	ATG4B inhibitor	CCR6 antagonist	APJ agonist	UBC13 inh	EBI2 block
Cc1ccc(CNC(=O)c2oc3ccc(S(=O)(=O)N4CCC5(CC4)OCCO5)cc3c2C)cc1	-4	-2	1	7	6	5	4	27
COCCCNS(=O)(=O)c1ccccc1	-1	-1	4	7	1	-3	10	-10
COc1ccc(CNC(=O)Nc2ccc(C)cc2C)cc1	4	-11	-11	-3	3	-1	-2	-3
COc1ccc(-n2c(SCC(=O)Nc3ccc(NC(C)=O)cc3)nc3c([nH]c4ccccc43)c2=O)cc1OC	14	0	6	3	17	-4	3	-2
CCCCN(C)C1=Nc2cccc3cccc1c23	5	3	0	-13	1	-11	-1	6
Cc1c(C(=O)O)oc2ccc(S(=O)(=O)NC3CCCCCCC3)cc12	-4	7	6	2	3	-3	-8	-9
COc1cccc(C(=O)Nc2nc3c(c(=O)[nH]2)CCCC3)c1	13	1	-18	-7	2	-6	3	1
CC(OC(=O)c1snc(C(=O)NC2CCCCC2)c1N)C(=O)NC1CCCCC1 (centres undefined)	-8	7	0	-3	-6	-3	12	19

Other compounds follow:
mol	APJ antag	CXCR6 block	Gli-Sufu antag	ATG4B inhibitor	CCR6 antagonist	APJ agonist	UBC13 inh	EBI2 block
CC1CCCCC1NC(=S)Nc1ccc(Cl)cc1Cl (centres undefined)	-5	-12	23	12	15	-1	5	0
O=C(Oc1cccnc1)c1ccc([N+](=O)[O-])cc1	9	-2	14	2	10	0	12	-7
Cc1ccnc(NS(=O)(=O)c2ccc(NC(=O)c3cncc(Br)c3)cc2)n1	18	4	2	-12	7	-5	8	-11
Cc1nnc(SCc2ccccc2)nc1-c1ccccc1	11	3	-47	4	25	-4	2	-11
COc1ccc(NC(=O)CN(c2ccccc2OC)S(=O)(=O)c2cccs2)cc1Cl	9	6	1	-11	13	-2	5	-7
CCOc1ccccc1C(=O)OCC(=O)NCC1CCCCC1	15	4	3	-2	-8	1	-8	-1
CC(C)OCCCN1CC(=O)N2C(c3ccccc3)c3[nH]c4ccccc4c3C[C@H]2C1=O (some centres undefined)	-7	-11	-10	-6	4	2	3	-4
COc1ccccc1N1CCN(C2CCCCC2NS(=O)(=O)c2ccccc2)CC1 (centres undefined)	18	-12	23	3	16	-2	-5	20

More records follow.
mol	APJ antag	CXCR6 block	Gli-Sufu antag	ATG4B inhibitor	CCR6 antagonist	APJ agonist	UBC13 inh	EBI2 block
Cc1cc(F)ccc1NC(=O)C1CCN(C(=O)Nc2ccccc2)CC1	20	2	7	5	-2	2	-3	10
O=c1oc2ccccc2c(N2CCC(c3ccccc3)CC2)c1[N+](=O)[O-]	3	-6	2	-6	5	-4	2	-3
Cc1ccc(S(=O)(=O)N2CCC(=O)N(C(CO)Cc3ccccc3)CC2)cc1 (centres undefined)	-15	4	4	-1	-1	3	-6	-9
CCC(=O)NC(c1ccc(C)cc1)c1cc([N+](=O)[O-])c2cccnc2c1O (centres undefined)	x	51*	-4	12	48	x	x	-1
CC(=O)Nc1ccc(S(=O)(=O)NCCNC(=O)c2ccccc2F)cc1	15	4	2	-7	-1	-3	4	-10
Nc1nc(Cl)c2ncn(C3OC(CO)C(O)C3O)c2n1 (centres undefined)	x	0	3	-8	3	x	x	-3
CN(C)c1ccc(C(=O)N2CCCC(N3CCN(Cc4ccc5c(c4)OCO5)CC3)C2)cc1 (centres undefined)	-15	-8	27	1	16	-8	-8	2
COc1cccc(CCC(=O)Nc2cc3c(cc2C(=O)O)OCCCO3)c1OC	9	-3	-2	-16	2	-1	-5	5

Later entries.
mol	APJ antag	CXCR6 block	Gli-Sufu antag	ATG4B inhibitor	CCR6 antagonist	APJ agonist	UBC13 inh	EBI2 block
Cc1ccc(C)c(S(=O)(=O)N2CCN(C(=O)c3cccnc3)CC2)c1	14	1	-11	3	6	-1	2	3
N#CC(c1ccc(Cl)nn1)c1ccc(Cl)cc1Cl (centres undefined)	14	5	12	-3	-1	-3	6	20
Cc1cc(NC(=O)CN2CCN(C/C=C/c3ccccc3)CC2)c([N+](=O)[O-])cc1C	13	8	31	-11	22	-3	15	39
COc1cc(OC)cc(-c2nc(-c3ccccc3)no2)c1	5	-2	-55	2	0	-5	3	24
O=C(CSc1nnc(NC2CC2)s1)c1ccc[nH]1	3	6	-60	-4	4	-2	-10	-4
O=C(CCn1c(=O)sc2ccccc21)NCCC1=CCCCC1	12	-3	5	4	14	-1	0	-4
CCOc1ccc(NC(=S)N(CCCN2CCCC2)Cc2cccn2Cc2ccc(Cl)cc2)cc1	23	4	3	-6	14	1	28	21
Cc1occc1C(=O)N/N=C/C=C/c1ccccc1[N+](=O)[O-]	9	2	-8	2	-1	-4	4	-10

(list continues)
mol	APJ antag	CXCR6 block	Gli-Sufu antag	ATG4B inhibitor	CCR6 antagonist	APJ agonist	UBC13 inh	EBI2 block
CC(=O)Nc1cc2c(cc1[N+](=O)[O-])OCCO2	-10	-3	-8	-11	5	-4	4	-4
COc1ccc(CN(C(=O)c2ccco2)c2ccc(C)c(C)c2)cc1	13	4	-3	3	7	-1	-4	2
COC(=O)c1ccc(COC(=O)C23CC4CC(CC(O)(C4)C2)C3)o1	-26	-1	-2	-7	3	-3	-1	5
O=C(COC(=O)c1ccccn1)Nc1ncc(C(F)(F)F)cc1Cl	7	-7	11	3	-9	0	-5	-4
Cc1nc2ccc(C(=O)Nc3cccc([N+](=O)[O-])c3)cc2s1	11	-1	-58	-1	13	2	7	14
CC(=O)NS(=O)(=O)c1ccc(NC(=S)NC(=O)Cc2ccccc2)cc1	-22	10	3	-2	16	-2	3	-9
NC(=O)C1CCN(c2nc3c(S(=O)(=O)c4ccccc4)nnn3c3ccccc23)CC1	11	1	5	-10	13	3	-5	-7
O=C(NCc1ccccc1)C(c1cccnc1)N(C(=O)c1ccccn1)c1cccc(F)c1 (centres undefined)	4	3	-17	2	19	-2	2	2
CCNC(=S)NNC(=O)Cn1nc(C)cc1C	21	-7	-1	-5	-11	-2	-14	-4
